GAA850 FXN act – FXN promoter activators, primary screen, cell-based, luciferase luminescence, HEK293 lucGAA850. HEK293 lucGAA850 FXN promoter luciferase reporter, 24 h; percent of 10 µM SAHA response. activation, % at 6 µM. 360,000 compounds, 0.56% hits;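 active means activation above the average of all compounds screened plus 3 SD, cutoff fixed separately per campaign, cut at about 7.5% in these data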;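 further: 0% = DMSO wells and 100% = 10 µM SAHA wells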
proKLK7 act – proKLK7 zymogen activators, primary screen, biochemical, fluorescence intensity | purified proKLK7, EDANS-DABCYL substrate fluorescence; 100% is mature enzyme control, 0% vehicle | activation, % at 7 µM | 370,000 compounds, 0.9% hits | AID 652039, 2013;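 active means activation above the mean of all tested compounds plus 3 SD, computed per campaign excluding outliers beyond control limits, cut at about 13% in these data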
Target sequence (P49862 whole entry, looked up): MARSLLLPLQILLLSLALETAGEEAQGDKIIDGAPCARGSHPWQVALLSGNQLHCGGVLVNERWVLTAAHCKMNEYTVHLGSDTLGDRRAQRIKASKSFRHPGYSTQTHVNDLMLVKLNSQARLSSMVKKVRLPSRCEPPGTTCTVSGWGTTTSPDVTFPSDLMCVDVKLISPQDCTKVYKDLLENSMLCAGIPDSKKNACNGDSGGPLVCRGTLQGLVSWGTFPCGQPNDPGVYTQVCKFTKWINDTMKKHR
HGIII-sPLA2 inh – human group III sPLA2 inhibitors, primary screen, biochemical, QFRET, BODIPY PC-A2 liposome substrate; inhibition, % at 12.2 µM; QFRET BODIPY PC-A2 liposome hydrolysis, fluorescence; AID 743126, 2013; 370,000 compounds, 0.56% hits; Group 3 secretory phospholipase A2 (Homo sapiens), Q9NZ20;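 active means inhibition above mean plus 3 SD of compounds lying within the high and low control bounds, cut at about 19% in these data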;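 further: 0% = median of test compound wells and 100% = no enzyme DMSO wells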
Target sequence (Q9NZ20 whole entry, looked up): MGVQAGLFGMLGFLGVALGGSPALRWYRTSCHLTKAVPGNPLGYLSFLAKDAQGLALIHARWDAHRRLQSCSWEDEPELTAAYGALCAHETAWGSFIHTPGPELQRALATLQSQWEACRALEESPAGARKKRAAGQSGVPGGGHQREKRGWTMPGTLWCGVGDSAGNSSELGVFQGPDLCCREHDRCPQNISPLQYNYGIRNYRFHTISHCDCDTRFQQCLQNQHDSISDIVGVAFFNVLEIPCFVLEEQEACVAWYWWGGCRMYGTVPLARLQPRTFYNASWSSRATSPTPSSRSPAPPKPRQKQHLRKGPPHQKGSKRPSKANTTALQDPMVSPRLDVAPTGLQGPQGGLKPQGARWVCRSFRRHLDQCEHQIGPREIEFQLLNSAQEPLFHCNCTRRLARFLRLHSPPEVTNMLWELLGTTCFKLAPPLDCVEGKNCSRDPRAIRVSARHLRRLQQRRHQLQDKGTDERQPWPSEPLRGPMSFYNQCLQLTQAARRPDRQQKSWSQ
GC-B act – human GC-B receptor activators, primary screen, HEK293 GC-B cells, cGMP TR-FRET, EC30 CNP | 370,000 compounds, 0.11% hits | 0% at EC30 CNP, 100% saturating CNP | activation, % at 10 µM;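 active means activation at 10 µM reaching about 35% in either raw or pattern-adjusted values, limit read from the data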
DDE Tn6 FP inh – inhibitors of Tn6 peptide binding to fibrin DD(E), primary screen, biochemical, fluorescence polarization, human fibrin, Tn6 probe; Fibrinogen beta chain (Homo sapiens), P02675; Fibrin DD(E) TRITC-Tn6 fluorescence polarization displacement; inhibition, % at 8.3 µM; 370,000 compounds, 0.21% hits;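 active means inhibition above a per-campaign cutoff: mean of compounds within control limits plus 3 SD, cut at about 15% in these data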;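 further: 0% = median of all compound wells on the plate and 100% = blocking peptide control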
ADAM10 inh – human ADAM10 inhibitors, primary screen, biochemical, QFRET, HTS | recombinant ADAM10, EDANS/DABCYL FRET peptide cleavage, 3 h | 370,000 compounds, 0.62% hits | Disintegrin and metalloproteinase domain-containing protein 10 (Homo sapiens), O14672 | inhibition, % at 7 µM;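 active means inhibition above a per-campaign cutoff equal to the mean of compounds falling between control-based bounds plus 3 SD, cut at about 20% in these data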;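 further: 0% = DMSO wells while the 100% control is not disclosed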
NPR1 activator – GC-A stimulated cGMP production enhancers – HEK293 GC-A cells, cGMP TR-FRET, EC30 ANP, primary screen | activation, % at 10 µM | 370,000 compounds, 0.14% hits | Atrial natriuretic peptide receptor 1 (Homo sapiens), P16066 | 0% at EC30 ANP, 100% saturating ANP; in the data active means activation above about 40%
ARFGAP1 inhibitor – inhibitors of rat ARFGAP1 GAP activity, primary screen, biochemical, fluorescence polarization, GDP tracer. ADP-ribosylation factor GTPase-activating protein 1 (Rattus norvegicus), Q62848. Arfgap1-stimulated ARF1 GTP hydrolysis, GDP FP detection. inhibition, % at 16.5 µM. 360,000 compounds, 0.26% hits;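 active means inhibition above a per-plate limit, mean inhibition of low control wells plus 3 SD, cut at about 25% in these data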;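 further: 0% = DMSO wells with enzyme and 100% = wells lacking Arfgap1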
Target sequence (Q62848 1-136 limits assumed): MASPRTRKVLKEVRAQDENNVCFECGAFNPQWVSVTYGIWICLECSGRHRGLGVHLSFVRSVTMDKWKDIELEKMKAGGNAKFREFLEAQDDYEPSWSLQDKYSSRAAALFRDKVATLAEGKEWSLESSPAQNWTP
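Assay system: purified rat His6-Arfgap1 residues 1-136 (GAP domain); Reagent: human Δ17 ARF1 bound to GTP; Dosing: 16.5 µM single point, 1.26% DMSO; Times: GTP hydrolysis reaction 2 h at 25 °C; Signal: FP, GDP Alexa 633 tracer displaced from anti-GDP antibody, 620/688 nm; Measure: % inhibition from polarization.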
rCAG RNA binder – binders of r(CAG) RNA repeats, primary screen, biochemical, fluorescence; 370,000 compounds, 1.3% hits; inhibition, % at 3 µM; AID 651821, 2012; r(CAG) RNA repeat, TO-PRO-1 dye displacement fluorescence;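 active means inhibition above the plate cutoff, the mean of all test compounds on that plate plus 3 SD, cut at about 35% in these data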;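 further: 0% = DMSO alone and 100% = 100 µM mitoxantrone as full dye displacement; higher means more dye released from RNA so lower well fluorescence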
ASAP1 GAP inh – inhibitors of human ASAP1 ArfGAP activity, primary screen, biochemical, fluorescence polarization; Arf-GAP with SH3 domain, ANK repeat and PH domain-containing protein 1 (Homo sapiens), …; ASAP1-stimulated ARF1 GTP hydrolysis, GDP FP detection; inhibition, % at 16.5 µM; 360,000 compounds, 0.19% hits; AID 624377, 2012; in the data active means inhibition above about 25%;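 further: 0% = vehicle with enzyme and substrate and 100% = no enzyme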
* hit, by the source's call; · = not tested or not shown. Rows are unselected; any-hit rate near 4.5%.

Second line of a record: GAA850 FXN act	proKLK7 act	HGIII-sPLA2 inh	GC-B act	DDE Tn6 FP inh	ADAM10 inh	NPR1 activator	ARFGAP1 inhibitor	rCAG RNA binder	ASAP1 GAP inh
- Cc1nn(C(C)C(=O)NCc2ccccc2)c(C)c1[N+](=O)[O-] (stereo not given)
 : -2.9	0.1	-6	0	0	2	0	3	-1	-6
- O=C(NCc1ccccc1)c1ccccc1NC(=O)C1CCCCC1
 : 1.9	0.1	-4	5	1	-4	3	-1	-7	-8
- CN1C(N)=NC(=O)/C1=C/c1ccc(OC(F)(F)F)cc1
 : 3.5	-0.1	-14	-6	-4	-3	3	3	-5	-1
- CCC(C)(C)NC(=O)c1ccc(S(=O)(=O)N2CCCCCC2)cc1
 : 1.9	0.2	-2	5	0	-2	2	-6	-6	-1
- CCN(C(=O)COC(=O)CCOc1ccccc1)c1c(N)n(Cc2ccccc2)c(=O)[nH]c1=O
 : 0.8	0.2	9	-1	1	-10	-2	-7	2	-12
- CCOc1cc2c3c(c1)C1(C(=O)N3C(C)(C)C=C2C)C(C#N)=C(N)Oc2cc(O)ccc21 (stereo not given)
 : -3.9	0.7	-44	-1	-8	5	31	18	-1	9
- COc1ccc2nc(NC(=O)c3ccccc3[N+](=O)[O-])sc2c1
 : 0.5	0.4	-8	-1	8	11	8	-1	5	2
- Cc1nc(Nc2ncc(C(=O)Nc3c(C)cccc3Cl)s2)cc(N2CCN(CCO)CC2)n1
 : ·	0.3	-18	-13	-14	-11	-10	·	2	·
- Cc1ccc(C(=O)Nc2ccc3nc(C)sc3c2)o1
 : 3.2	0.4	1	-5	-6	-10	0	24	1	-4
- C#CCNC(=O)C1=C[C@H](c2ccc(Br)cc2)C[C@H](OCc2ccc(CO)cc2)O1
 : 0.3	-0.7	-8	-2	-1	5	-8	16	4	8
- CCCC(=O)Nc1sc2c(c1C(=O)OC)C(C(=O)OC)CC2 (stereo not given)
 : 2.3	0.5	-2	3	5	-14	-5	11	-4	-9
- CCN1CCN(S(=O)(=O)c2ccc(Cl)c(C(=O)N(C)Cc3ccco3)c2)CC1
 : -1.9	0.2	0	3	0	4	2	0	-4	-5
- COc1ccccc1NNC(=O)c1cccnc1Oc1ccccc1
 : -0.2	0.1	0	2	2	4	-2	-3	-1	9
- COc1ccc(Cl)cc1C(=O)NNC(=O)COC(=O)CCN=C1NS(=O)(=O)c2ccccc21
 : 0.6	0.0	1	0	3	-8	-1	1	8	-4
- CCOC(=O)C1(C)CCN1C(=O)c1ccc(N(C)C)cc1 (stereo not given)
 : 1.7	-0.1	-1	6	1	-5	1	-8	0	-6
- Cc1cc(C)nc(SCc2csc(N)n2)n1
 : 2.6	-0.6	-7	7	-3	-2	2	12	1	9
- COC(=O)c1ccc(COC(=O)C(NC(=O)Cc2ccccc2)C(C)C)cc1 (stereo not given)
 : 0.2	0.1	1	-2	-4	-4	-8	4	-10	1
- O=C(CCCN1C(=O)/C(=C/c2ccco2)SC1=S)Nc1cccc(C(=O)O)c1
 : -0.6	-0.1	-23	5	1	-5	-2	-3	68*	-3
- Cc1ccc(NC(=O)C(CC(=O)O)C2CCCO2)c(C)c1 (stereo not given)
 : 0.8	0.3	2	3	-1	-9	3	4	1	2
- O=C(COC(=O)c1nc(Cl)ccc1Cl)Nc1ccc(Cl)cn1
 : 0.8	-0.2	9	-8	11	-15	-3	-3	5	6
- C[C@@H](CN1CCC(Cc2ccccc2)CC1)[C@@H](O)c1ccc(O)cc1
 : -0.5	-0.7	-14	2	6	-4	2	4	-3	0
- CCN(CC)CCOc1cccc(C(C)C)c1
 : 2.8	0.1	3	10	-4	2	4	-15	0	5
- Cc1ccccc1Nc1c(-c2ccc(N3CCOCC3)cc2)nc2ncccn12
 : 0.8	-1.3	2	2	0	-7	3	9	-1	-3
- COc1ccc(OC)c(NC(=O)c2oc3c(c2C)C(O)CC(C)(C)C3)c1 (stereo not given)
 : 2.6	-0.4	-6	-4	1	4	-1	4	-11	8
- Cc1cc(C)cc(NC(=O)C(OC(=O)c2cc[n+]([O-])cc2)c2ccccc2)c1 (stereo not given)
 : 2.0	-0.4	1	-16	-5	-6	-21	13	1	-1
- O=C(CCC(=O)N1CCN(c2ccc(C(F)(F)F)cn2)CC1)c1cccs1
 : -0.1	0.0	7	-1	9	-11	2	12	0	-5
- CC(=O)NC(c1ccc(N(C)C)cc1)c1cc(Cl)c2cccnc2c1O (stereo not given)
 : -2.8	-0.7	13	-3	-10	10	6	-6	7	-4
- CCCC1NC(C(=O)O)Cc2c1[nH]c1ccccc21 (stereo not given)
 : -0.1	13*	3	4	-3	-323	5	6	0	-11
- COc1ccccc1CCNC(=O)Cn1c(=O)oc2ccccc21
 : 1.5	0.0	-4	1	-1	3	-1	-2	-3	-6
- CC(C)C1NC(=S)N(C2CCCCC2)C1=O (stereo not given)
 : -0.6	-0.4	-1	-2	7	2	-2	-2	-3	-3
- O=c1oc(-c2ccccc2[N+](=O)[O-])nc2ccccc12
 : 2.0	-0.1	-2	-16	-8	-5	3	1	0	8
- Cc1cc(C(=O)NC(Cc2c[nH]c3ccccc23)C(=O)O)c(C)o1 (stereo not given)
 : 0.3	-0.1	-33	-2	10	-10	0	2	3	3
- COC(=O)c1sc(NC(=O)c2c(C)noc2C)nc1C
 : 0.1	0.0	2	-3	9	-8	0	0	-1	0
- CCOc1ccccc1NC(=O)COC(=O)c1c[nH]c2ccccc12
 : -1.4	0.1	-1	-8	7	2	-3	-2	2	-3
- N#Cc1c(NC(=O)c2ccc([N+](=O)[O-])o2)sc2c1CCC2
 : -0.5	0.8	7	-20	-9	-5	-16	-8	12	-14
- O=C(CSc1ncnc2scc(-c3ccc(Cl)cc3)c12)NCc1ccc2c(c1)OCO2
 : -1.8	-0.3	3	-22	9	5	0	3	3	-4
- Nn1c(-c2ccco2)n[nH]c1=S
 : -0.2	0.2	7	-3	-11	-8	3	8	0	-1
- CC(C)C(NS(=O)(=O)c1ccc2c(c1)C(C)(C)C(=O)N2C)C(=O)NCc1ccccc1Cl (stereo not given)
 : 1.4	0.4	7	-2	-3	-3	3	-6	3	9
- COc1cccc(CNC(=O)C2CCCN(S(=O)(=O)c3cccc4nonc34)C2)c1 (stereo not given)
 : -2.2	0.8	-4	3	2	6	1	9	2	3
- COc1cc(OC)cc(OC(=O)c2ccc3c(=O)n4c(nc3c2)CCC4)c1
 : 1.6	0.0	9	-5	5	-14	-2	-1	5	7
- COc1cc(C(=O)Nc2ccc3c(c2)C(=O)c2ccccc2C3=O)cc(OC)c1OC
 : -1.7	0.0	-6	-1	2	2	-1	-13	2	3
- Cc1ccc2c(c1)N(CC(=O)N1CCCCC1)C(=O)C(C)O2 (stereo not given)
 : -2.1	0.3	8	4	2	-8	-3	7	1	-1
- Nn1c(SC/C=C/c2ccccc2)nnc1-c1ccncc1
 : -0.8	-0.1	-2	-8	4	3	0	9	4	-6
- O=C(COC(=O)c1ccccc1-n1cnnn1)c1ccccc1
 : 1.3	0.1	5	-1	-2	-3	3	0	2	-9
- O=C(NCc1ccncc1)C1CCN(S(=O)(=O)c2cc(Cl)ccc2Cl)CC1
 : 1.1	0.1	3	3	0	-14	-1	-10	1	1
- O=C(c1cn(-c2ccccc2)nc1-c1ccc(F)cc1)N1CCOCC1
 : 0.2	0.0	-6	6	-6	-1	4	-2	-6	-2
- CCC(C)Nc1nnc(SCC(=O)c2c(N)n(C3CC3)c(=O)[nH]c2=O)s1 (stereo not given)
 : 2.2	0.0	3	-1	-1	-15	-1	-6	0	-11
- CCc1ccc(S(=O)(=O)N(C(=O)c2ccncc2)c2ccc(OC(=O)c3ccncc3)cc2)cc1
 : 0.8	0.9	-35	5	8	6	2	-1	8	10
- C[C@H]1COc2cc(N3CCCC3)ccc2S(=O)(=O)N1C
 : ·	-0.1	-1	-3	0	-4	5	·	0	·
- COc1ccc(/C=C2/C(=O)N(c3ccccc3)N=C2C)cc1OC
 : 2.6	0.4	2	-4	1	14	21	11	4	-14
- CSc1nc2ccc(NC(=O)C3CC(=O)N(Cc4ccccc4)C3)cc2s1 (stereo not given)
 : 1.0	0.3	-32	-15	12	1	-2	4	11	5
- COC(=O)c1[nH]c2ccccc2c1NC(=O)CN1CCN(C(=O)c2ccco2)CC1
 : -0.5	0.2	3	5	-1	-28	0	-4	-4	9
- CN(C(=O)CSc1nnc(-c2c[nH]c3ccccc23)n1C1CC1)C1CCS(=O)(=O)C1 (stereo not given)
 : 1.2	0.0	4	0	4	-7	2	0	4	10
- CCS(=O)(=O)N1Cc2ccccc2CC1C(=O)N(C)CC(=O)Nc1ccc(F)c(F)c1F (stereo not given)
 : -0.5	0.0	-2	4	2	-6	-1	0	-3	5
- CCOC(=O)c1cc(-c2ccco2)nc2c1c(C)nn2-c1cccc(Cl)c1
 : 2.7	0.6	4	5	0	-32	-6	2	29	-1
- COC(=O)Nc1c(C)n(C)n(-c2ccccc2)c1=O
 : 3.3	-0.8	13	6	-5	3	-4	-2	2	2
- O=C(NNc1cccc(Cl)n1)Nc1ccc(F)cc1
 : -0.5	-0.1	0	5	-4	8	-2	0	1	-9
- CC(C)(C)NNC(=S)Nc1ccc(S(=O)(=O)N2CCOCC2)cc1
 : 2.4	-0.1	5	7	4	-3	5	7	-4	6
- O=C([C@@H]1C[C@H]1c1ccccc1)N1CC[C@H]2[C@H](CCCN2Cc2ccc(F)cc2)C1
 : ·	-0.1	6	2	6	-4	2	·	1	·
- O=C1/C(=C/c2ccc([N+](=O)[O-])cc2)CCC1C1CCCC1 (stereo not given)
 : 3.3	0.1	-1	-2	2	-4	4	9	4	-9
- C=CCC(=O)N1CCC(n2nccc2NC(=O)CCOc2ccccc2)CC1
 : 1.3	-0.5	-4	-2	2	3	3	2	0	-11
- Nc1ncnc2c1ncn2C1OC(CO)C2OC21 (stereo not given)
 : ·	-0.2	8	2	-1	2	2	2	2	-3
- C[C@@H]1CN([C@H](C)CO)C(=O)Cc2cc(NC(=O)CCC(F)(F)F)ccc2O[C@@H]1CN(C)S(=O)(=O)c1ccccc1
 : -1.3	-0.5	-7	5	4	7	2	0	-7	4
